TRPC4 inh: TRPC4 (mouse) channel inhibition. Q9QUQ5. HEK293 TRPC4beta/mu-opioid, DAMGO-evoked Fluo4 calcium flux; active compounds read low. B-score at 10 µM. hit rate 0.39% among 300,000;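 active means B-score over 3 SD under the library average, no early fluorescence shift, positive overall ratio signal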
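System: stable TRPC4beta/mu-opioid receptor HEK293 cells; Dosing: single-point compound dosing; Measured by: Fluo4 Ca2+ flux fluorescence; Read-out basis: per-well B score of integrated baseline-normalized Fluo4 ratio.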
TRPC4 potent: TRPC4 (mouse) allosteric potentiation. AID 2227. Q9QUQ5. HEK293 TRPC4beta/mu-opioid, DAMGO EC20, Fluo-4 Ca2+ flux; active compounds read high. hit rate 0.42% among 310,000. B-score at 10 µM;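 active means B-score of calcium response area above 5 SD of library B-scores, with initial fluorescence ratio within 5 SD of library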;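 further: B-score of integrated fluorescence ratio over time as area under calcium response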
TRPC4 act: opens the mouse TRPC4 cation channel; Q9QUQ5; HEK293 TRPC4beta/mu-opioid, Fluo4 calcium fluorescence; active compounds read high; B-score at 10 µM; hit rate 0.49% among 310,000; AID 2237;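 active means B-score above 5 SD of library B-scores, and initial fluorescence ratio not above library mean plus 5 SD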;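 further: positive B-score marks a calcium rise read as TRPC4 activation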
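Incubation: 45 min room-temperature Fluo4 loading, 110 s read / System: HEK293 cells stably co-expressing mouse TRPC4beta and mu-opioid receptor / Signal: Fluo4 fluorescence, kinetic / Control set: buffer (low) and maximal DAMGO (high) / Measure: integrated baseline-normalised fluorescence ratio, converted to per-well B score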
KCNK3 block: human KCNK3 channel inhibition, primary screen; O14649; CHO-KCNK3 thallium flux, FluxOR fluorescence; active compounds read low; B-score at 10 µM; hit rate 0.84% among 340,000;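 active means B-score under library mean minus 4 SD, starting fluorescence ratio at most library mean plus 5 SD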;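 further: more negative B-score means stronger inhibition of thallium flux through KCNK3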
Platelet DG rel: modulates dense granule release in human platelets. human platelet-rich plasma, SFLLRN dense granule ATP release, luminescence. inhibition, %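 (compounds screened at 7.5 µM in platelet-rich plasma)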. hit rate 0.22% among 300,000. AID 1663;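 active means mean replicate score, as percent of positive control, at or above 50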
hERG rescue: shields human hERG channel from block by proarrhythmic agents; hit rate 0.51% among 310,000; AID 1511; CHO-hERG, FluxOR thallium flux, dofetilide IC70 present; activation (rescue from dofetilide block), less the hit threshold, % at 10 µM;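 active means activation above the mean of controls blocked by dofetilide plus 5 SD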;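 further: thallium influx through hERG after potassium depolarization seen as dye fluorescence rise; in these data hits start at about 4.7%; inactives centre near -7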
Dyrk1A ADPGlo: Dyrk1A (rat) kinase inhibition | Q63470 | ADP-Glo luminescence, NFATc1 peptide | inhibition, % at 12.5 µM | hit rate 0.43% among 310,000; in the data active means inhibition above about 50%;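 further: plate controls were vehicle with enzyme for no effect and no enzyme for full effect; many of its hits are not listed in these tables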
KCNK9 block: inhibitors of human KCNK9 two-pore domain potassium channel; B-score at 10 µM; hit rate 1.2% among 310,000; Q9NPC2; AID 488922; HEK293 KCNK9, FluxOR thallium flux fluorescence; active compounds read low;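 active means ratio B-score over 3 SD below the library mean, with starting fluorescence within 5 SD of its mean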;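 further: negative B-score means less thallium flux so channel inhibition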
KCNQ1 act: potentiators or activators of human KCNQ1 potassium channel; P51787; CHO-K1 KCNQ1, thallium flux FluxOR fluorescence; active compounds read high; B-score at 10 µM; hit rate 0.35% among 310,000;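 active means fluorescence ratio B-score, a plate-corrected score, at least three library SD, with initial intensity B-score within 5 SD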
Target sequence (P51787 whole entry, looked up): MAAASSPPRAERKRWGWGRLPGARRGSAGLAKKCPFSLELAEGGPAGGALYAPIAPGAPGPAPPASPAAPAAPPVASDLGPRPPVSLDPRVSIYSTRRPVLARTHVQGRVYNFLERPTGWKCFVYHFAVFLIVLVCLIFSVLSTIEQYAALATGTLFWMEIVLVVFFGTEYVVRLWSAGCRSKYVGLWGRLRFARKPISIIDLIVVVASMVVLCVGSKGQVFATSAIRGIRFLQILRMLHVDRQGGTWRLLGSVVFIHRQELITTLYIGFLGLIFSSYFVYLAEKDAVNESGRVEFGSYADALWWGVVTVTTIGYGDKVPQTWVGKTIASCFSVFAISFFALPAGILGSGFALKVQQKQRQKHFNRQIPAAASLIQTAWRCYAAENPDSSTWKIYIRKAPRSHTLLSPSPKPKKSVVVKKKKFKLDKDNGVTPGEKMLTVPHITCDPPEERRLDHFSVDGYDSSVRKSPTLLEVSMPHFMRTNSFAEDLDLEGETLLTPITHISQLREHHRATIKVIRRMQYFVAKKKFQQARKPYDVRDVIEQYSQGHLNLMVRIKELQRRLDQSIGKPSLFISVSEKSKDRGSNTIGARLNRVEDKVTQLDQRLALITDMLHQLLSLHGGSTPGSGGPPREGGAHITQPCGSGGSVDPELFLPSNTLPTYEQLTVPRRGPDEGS
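Assay system: CHO-K1 cells stably expressing KCNQ1; Medium: assay buffer with matched DMSO; Also added: K+/Tl+ depolarizing stimulus; Dosing: single dose; Timing: dye 90 min, compound 20 min, room temperature; Measured by: kinetic FluxOR thallium fluorescence, 10-s 1-Hz baseline, 110-s post-stimulus read; Read-out: peak-minus-minimum fluorescence over initial fluorescence, negative-control normalized, B-scored.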
KCNQ1 inh: blocks the human KCNQ1 potassium channel; hit rate 1.3% among 310,000; B-score at 10 µM; AID 2642; P51787; CHO-K1 KCNQ1, FluxOR thallium flux fluorescence; active compounds read high;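 active means compounds whose thallium flux B-score, printed positive for inhibition, exceeds three library SD while starting fluorescence stays within three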;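 further: channel opened by potassium depolarization with thallium stimulus after 20 min compound exposure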
PolyA inh: inhibitors of polyadenylation in S. cerevisiae. S. cerevisiae SKY197-pL101 polyadenylation reporter, beta-gal luminescence; efflux-impaired pdr1/pdr3 knockout yeast; score 100 = 6 SD above DMSO. AID 1875. hit rate 0.02% among 300,000. calls only at 12 µM;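 active means lowest replicate activity score at least 50, where 100 means six control SD above control mean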;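 further: yeast exposed to compound for 9 h at 30 °C; higher score means more reporter readthrough which indicates perturbed polyadenylation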
* hit, by the source's call; i = inactive; . = not tested or not shown.

Preview, 4 compounds:
canonical_smiles	TRPC4 act	Dyrk1A ADPGlo	Platelet DG rel	KCNQ1 act	KCNK9 block	hERG rescue	TRPC4 inh	KCNQ1 inh	PolyA inh	TRPC4 potent	KCNK3 block
CCOP(=O)(OCC)C(O)c1ccc2c(c1)OCO2 (stereo not given)	i	-3	6	i	i	-6	i	i	i	i	i
CCOC(=O)c1ccc(N=Cc2c(O)n(-c3ccc(OC)cc3)c(=S)[nH]c2=O)cc1	i	3	1	i	i	-4	i	i	i	i	i
CCn1c(O)c(C=Nc2ccc(S(N)(=O)=O)cc2)c(=O)n(CC)c1=S	i	-2	4	i	i	-4	i	i	i	i	i
CN1CCC(N2CC3CC(C2)c2cccc(=O)n2C3)CC1 (stereo not given)	i	8	7	i	i	-5	.	i	i	i	i

This part in full, from the start:
canonical_smiles	TRPC4 act	Dyrk1A ADPGlo	Platelet DG rel	KCNQ1 act	KCNK9 block	hERG rescue	TRPC4 inh	KCNQ1 inh	PolyA inh	TRPC4 potent	KCNK3 block
CCOP(=O)(OCC)C(O)c1ccc2c(c1)OCO2 (stereo not given)	i	-3	6	i	i	-6	i	i	i	i	i
CCOC(=O)c1ccc(N=Cc2c(O)n(-c3ccc(OC)cc3)c(=S)[nH]c2=O)cc1	i	3	1	i	i	-4	i	i	i	i	i
CCn1c(O)c(C=Nc2ccc(S(N)(=O)=O)cc2)c(=O)n(CC)c1=S	i	-2	4	i	i	-4	i	i	i	i	i
CN1CCC(N2CC3CC(C2)c2cccc(=O)n2C3)CC1 (stereo not given)	i	8	7	i	i	-5	.	i	i	i	i
CCn1cc(C(=O)N2CCC3(CC2)OCCO3)c(=O)c2cc(S(=O)(=O)N3CCCC3)ccc21	i	18	7	i	i	-5	i	i	i	i	i
CN(C)c1ccc(/C=C/C=C2/C(=O)NC(=O)N(c3ccccc3)C2=O)cc1	i	.	18	i	i	-13	i	i	i	i	i
O=C(O)c1ccc(Cl)nc1	i	3	3	i	i	-3	i	i	i	i	i
COC(=O)c1ccc(-n2c(C)nc3ccccc3c2=O)cc1	i	-4	-9	i	i	-3	i	i	i	i	i
Cc1cccc(-n2c(O)c(C=NC34CN5CN(CN(C5)C3)C4)c(=O)[nH]c2=O)c1	i	7	0	i	i	-5	i	i	i	i	i
CCCC(C)n1[nH]c(=O)c2c1NC(=O)CSC2c1ccc(OC)cc1 (stereo not given)	i	-1	-1	i	i	-5	i	i	i	i	i
CC(NCc1ccc(Cl)cc1)C(O)c1ccccc1 (stereo not given)	i	-5	2	i	i	-1	i	i	i	i	i
O=C(c1cccc2ccccc12)C1CCCN(C2CCC2)C1 (stereo not given)	i	-3	4	i	i	-6	i	i	i	10*	i
Clc1ccc(C2N3CCCN23)c(Cl)c1 (stereo not given)	i	-3	5	i	i	2	i	i	i	i	i
O=C1NC(=O)C2(Cc3ccccc3N3CCCC32)C(=O)N1c1cccc(Cl)c1 (stereo not given)	i	-2	6	i	i	-9	i	i	i	i	i
Cc1ccc(N(C)C(=O)Oc2ccc(C(=O)c3ccc(Cl)cc3)cc2)cc1	i	-8	1	i	i	-7	i	i	i	i	i
CN1C(=O)C(Cc2cccs2)C(=O)N(C)C1=O	i	.	-2	i	i	-1	i	i	i	i	i
COc1cc(/C=N/NP(=S)(c2ccccc2)c2ccccc2)ccc1O	i	-1	1	i	i	-5	i	i	i	i	i
O=C(Nc1ccccc1F)OC1CN2CCC1CC2 (stereo not given)	i	.	2	i	i	-8	i	i	i	i	i
Cc1ccccc1-n1c(-c2ccc([N+](=O)[O-])cc2)nc2ccccc2c1=O	i	-1	-1	i	i	-5	i	i	i	i	i
CCc1cc2c(s1)N(CC(=O)OC)C(=O)CN=C2c1ccccc1OC	i	-4	-2	i	i	-11	i	i	i	i	i
C[C@@H]1O[C@@H](O[C@H]2C[C@@H](O)[C@]3(CO)[C@H]4[C@H](O)C[C@]5(C)[C@@H](C6COC(=O)C6)CC[C@]5(O)[C@@H]4CC[C@]3(O)C2)[C@H](O)[C@H](O)[C@H]1O (stereo not given in full)	i	-1	2	i	i	-6	i	i	i	i	i
CN(C)C(CNC(=O)Cc1ccc(Br)cc1)c1ccccc1 (stereo not given)	175*	1	4	i	i	-8	i	i	i	i	i
CN1C(=O)/C(=C\N2CCc3ccccc32)C(=O)NC1=S	i	-3	0	i	i	-2	i	i	i	i	i
COC(=O)c1ccc(COc2cc(C)cc3oc(=O)c4c(c23)CCCC4)o1	i	5	14	i	-13*	-4	i	i	i	i	-9.1*
CC1CCC(NC(=O)CNC(=S)N2CC3CC(C2)c2cccc(=O)n2C3)CC1 (stereo not given)	i	.	7	i	i	-11	i	i	i	i	i
O=C1CC(c2ccccc2)CC(O)=C1C=NCCN1CCN(C(=O)Cc2ccccc2)CC1 (stereo not given)	i	-5	0	i	i	-8	i	i	i	i	i
CC1CCCN(c2ccc(C(=O)N3CCC4(CC3)OCCO4)cc2[N+](=O)[O-])C1 (stereo not given)	i	.	2	i	i	-9	i	i	i	i	i
O=c1cccc2n1CC1CC2CN(c2ncnc3c2cnn3-c2ccc(Cl)cc2)C1 (stereo not given)	i	8	.	i	i	-6	i	i	i	i	i
CC1CCCCC1NC(=O)CNC(=S)N1CC2CC(C1)c1cccc(=O)n1C2 (stereo not given)	i	.	-1	i	i	-11	i	i	i	i	i
CN1CCN(c2cccc3c2C(=O)c2ccccc2C3=O)CC1	i	5	0	i	i	-8	i	i	i	17*	i
Cc1cccc(C(O)(C(=O)NNC(=O)CN2CCN(C)CC2)c2cccc(C)c2)c1	i	-4	-13	i	i	-8	i	i	i	i	i
Clc1cccc(C2NCc3ccccc3-n3cccc32)c1 (stereo not given)	i	0	-2	i	i	-14	i	i	i	i	i
CN1CC2([N+](=O)[O-])CC=C(Cl)C([N+](=O)[O-])(C1)C2 (stereo not given)	i	7	3	i	i	-13	i	i	i	i	i
CC(C)Oc1ccc(Cc2c(O)[nH]c(=O)[nH]c2=O)cc1	i	.	-2	i	i	-1	i	i	i	i	.
Cc1c(NC(NC(=O)CF)C(Cl)(Cl)Cl)c(=O)n(-c2ccccc2)n1C (stereo not given)	i	-6	1	i	i	-7	i	i	i	i	i
COC(=O)C1=COC(C)C2CN3CCC4(C(=O)Nc5ccccc54)C3CC12 (stereo not given)	i	6	-1	i	i	-5	i	i	i	i	i
O=C(c1cc(=O)[nH]c2ccc(Br)cc12)N1CCC2(CC1)OCCO2	i	8	-2	i	i	-5	i	i	i	i	i
CC(=O)Nc1ccccc1C(=O)C(=O)Nc1cccc(C(=O)N2CCC3(CC2)OCCO3)c1	i	-18	10	i	i	-8	i	i	i	i	i
O=C1NC(=O)N(c2ccc(F)cc2)C(=O)/C1=C/c1ccc2c(c1)CCCN2Cc1ccccc1	i	-2	-2	i	i	-3	i	i	i	i	i
COc1ccc(-n2c(-c3ccco3)nc3ccccc3c2=O)cc1	i	1	-3	i	i	-4	i	i	i	i	i
CC12CC[C@H]3[C@@H](CCC4(O)C[C@H](O)CCC34/C=N/NC(=O)c3ccccc3F)C1(O)CCC2C1=CC(=O)OC1 (stereo not given in full)	i	12	-2	i	i	-8	i	i	i	i	i
Cc1nn(Cc2ccccc2Cl)c(C)c1C(=O)OCC(=O)N1CC(C)OC(C)C1 (stereo not given)	i	-1	-9	i	i	-3	i	i	i	i	i
Cc1c(N)c(C)c([N+](=O)[O-])c(C)c1[N+](=O)[O-]	i	7	-5	i	i	-11	-6*	i	i	i	i
CCC(=O)N1CC(=O)Nc2ccc(F)cc2C1c1ccc(F)cc1 (stereo not given)	i	-5	1	i	i	-2	i	i	i	i	i
O=C1N(c2cccc(Cl)c2)C(c2cccnc2)N2CCCN12 (stereo not given)	i	-1	0	i	i	-5	i	i	i	i	i
CN(C)C(=O)Oc1ccc(Cl)c2cccnc12	i	-4	3	i	i	-14	i	i	i	i	i
Cc1c(C=O)c2ccccc2n1Cc1cccc(F)c1	i	17	-1	i	i	-7	i	i	i	i	i
CN(CC(=O)Nc1ccccc1-c1ccccc1)C1CCCCC1	i	4	17	i	i	-6	i	i	i	i	i
C[C@H](NC(=O)N1C[C@H]2C[C@@H](C1)c1cccc(=O)n1C2)C(=O)Nc1ccccc1F	i	12	-3	i	i	-4	i	i	i	i	i
OC1/C(=C/c2ccc(F)cc2)N2CCC1CC2 (stereo not given)	i	-4	-4	i	i	-6	i	i	i	i	i
O=C(C1CC(=O)N(C2CCCCCCC2)C1)N1CCC2(CC1)OCCO2 (stereo not given)	i	-1	9	i	i	-3	i	i	i	i	i
CS(=O)(=O)N1CCCC(C(=O)N2CCC3(CC2)OCCO3)C1 (stereo not given)	i	.	3	i	i	-8	i	i	i	i	i
CC(=O)Nc1ccccc1OP1(=O)COc2ccccc2OC1	i	-1	-1	i	i	-10	i	i	i	i	i
CN1CCN(c2ccc(F)cc2N)CC1	i	-8	-1	i	i	-16	i	i	i	i	i
Cc1nn(CC(=O)N2CCC3(CC2)OCCO3)c(=O)c2cc3ccccc3n12	i	3	-5	i	i	-5	i	i	i	i	i
Cc1cc(Cl)ccc1OCCCC(=O)NCc1cccs1	i	-22	2	i	i	-4	i	i	i	i	i

An excerpt; rates above refer to the full screens.
